Screening results (PubChem)
APJ antagonist: APJ receptor antagonism. P35414. CHO-K1 APJ beta-arrestin complementation, luminescence. inhibition, % at 20 µM. 0.32% of 330,000 active;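 active = inhibition above about 40% at 20 µM, limit read from the data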;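 also: cells challenged with 10 nM apelin-13 agonist together with compound; plate controls were apelin-13 plus DMSO wells for no effect and DMSO wells lacking apelin-13 for full effect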
Target sequence (P35414 whole entry, looked up): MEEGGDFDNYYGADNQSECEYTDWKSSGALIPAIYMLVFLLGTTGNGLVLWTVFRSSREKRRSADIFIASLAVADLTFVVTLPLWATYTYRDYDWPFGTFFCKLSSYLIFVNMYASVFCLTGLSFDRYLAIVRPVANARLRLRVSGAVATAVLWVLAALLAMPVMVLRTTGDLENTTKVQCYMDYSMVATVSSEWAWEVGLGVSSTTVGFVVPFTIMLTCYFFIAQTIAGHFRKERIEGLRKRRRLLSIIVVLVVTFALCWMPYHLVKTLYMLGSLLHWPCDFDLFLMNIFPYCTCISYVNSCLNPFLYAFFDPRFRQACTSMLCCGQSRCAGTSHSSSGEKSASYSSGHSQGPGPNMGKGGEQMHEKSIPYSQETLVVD
tim10-1 inh: growth inhibitors of tim10-1 mutant yeast; 2.2% of 330,000 active; inhibition, % at 20 µM; S. cerevisiae tim10-1 ts strain growth, BacTiter-Glo, 24 h;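 active = inhibition of at least 40%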;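 also: mutant grown at 25 °C; 0% = DMSO wells with yeast and 100% = wells holding no yeast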
APJ ag: activates the human apelin receptor APJ. 0.11% of 330,000 active. CHO-K1 APJ PathHunter beta-arrestin, luminescence; 0% DMSO wells, 100% apelin. P35414. activation, % at 20 µM;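 active = activation more than six SD over the plate average, tested at 20 µM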;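 also: 0% = DMSO alone and 100% = apelin-13 at 10 nM; some results filed as inactive read as strong as hits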
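Assay system: engineered CHO-K1 APJ arrestin reporter cells; Amount: 1000 CHO-K1 reporter cells seeded per well; Dosing: one dose, 20 µM compound, 1% DMSO; Times: compound stimulation 90 min at 25 °C, detection 60 min; Measured by: luminescent beta-gal fragment complementation, chemiluminescent substrate; Read-out: APJ–arrestin association signal; Controls: DMSO vs Apelin-13 10 nM.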
tim23-1 inh: growth inhibitors of tim23-1 mutant yeast; S. cerevisiae tim23-1 growth, BacTiter-Glo luminescence, 24 h; inhibition, % at 20 µM; 1.3% of 330,000 active; AID 463212;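 active = growth inhibition of the mutant yeast at or above 50%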;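 also: temperature-sensitive mutant grown at 25 °C; plate controls were DMSO-treated mutant yeast for no effect and medium wells lacking yeast for full effect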
UPR CHOP act: activators of apoptotic arm of unfolded protein response (CHOP); CHO-CHOP luciferase reporter, UPR activation, luminescence; percent of tunicamycin response over DMSO baseline; activation, % at 10 µM; 0.34% of 330,000 active; AID 449763;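 active = at 10 µM dose, activation of 40% or more, normalized to positive control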;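 also: 100% = tunicamycin at 10 µg/mL and 0% = DMSO alone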
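Assay system: CHO cells with stable CHOP pathway luciferase reporter; Buffer or medium: F12 plus 10% serum; Times: 16-18 h cell attachment, then 6 h compound exposure, 37 °C; Signal: luciferase luminescence; Read-out basis: percent activation relative to tunicamycin control; Control set: tunicamycin high control, DMSO low control.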
CXCR6 inh: CXCR6 (human) receptor inhibition. AID 602244. inhibition, % at 20 µM. O00574. CHO-K1 PathHunter CXCR6 beta-arrestin, luminescence. 0.36% of 360,000 active; in the data active = inhibition above about 34%, passing the limit was not always enough;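 also: antagonist mode with CXCL16 agonist at 10 nM final; 0% = 10 nM CXCL16 with DMSO and 100% = unstimulated wells without agonist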
Target sequence (O00574 whole entry, looked up): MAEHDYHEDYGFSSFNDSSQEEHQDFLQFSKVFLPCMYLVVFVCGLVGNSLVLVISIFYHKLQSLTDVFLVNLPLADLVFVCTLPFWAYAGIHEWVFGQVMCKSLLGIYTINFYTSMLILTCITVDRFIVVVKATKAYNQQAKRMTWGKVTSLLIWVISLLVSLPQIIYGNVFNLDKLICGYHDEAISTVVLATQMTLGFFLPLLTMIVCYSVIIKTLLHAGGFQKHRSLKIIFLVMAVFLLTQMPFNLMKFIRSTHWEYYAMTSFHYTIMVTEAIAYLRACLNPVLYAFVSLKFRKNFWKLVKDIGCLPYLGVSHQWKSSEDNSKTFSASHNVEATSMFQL
Mdm2-MdmX inh: inhibitors of human Mdm2/MdmX interaction. O15151+Q00987. SaOS-2 split-luciferase Mdm2/MdmX complementation, luminescence. inhibition, % at 8 µM. 3% of 330,000 active. AID 485346;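 active = inhibition of at least 50% at 8 µM in the primary screen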
TIM10 inh: inhibits growth of TIM10 yeast strain. S. cerevisiae TIM10 strain growth, BacTiter-Glo luminescence, 24 h. inhibition, % at 10 µM. 1.4% of 330,000 active. AID 463195;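 active = inhibition of 40% or more at the single tested concentration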;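 also: wild-type TIM10 isogenic control strain grown at permissive 25 °C; 0% = DMSO yeast wells and 100% = minimal medium wells without yeast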
UPR XBP1 act: adaptive UPR (XBP1) activation | 0.33% of 330,000 active | CHO-XBP1 luciferase reporter, IRE1-XBP1 UPR activation, luminescence; percent of tunicamycin response, DMSO as zero | activation, % at 20 µM;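 active = versus positive control, 20 µM dose yields 30% or more activation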;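 also: 100% = tunicamycin at 10 µg/mL and 0% = DMSO only wells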
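assay system = CHO-XBP1 luciferase reporter cells | amount = 1000 cells/well | buffer or medium = F12 plus 10% FBS | compound dosing = single point, 20 µM final compound, 1% DMSO | incubation = 16-18 h cell attachment at 37 °C, then 6 h compound exposure | detection = Steady-Glo luminescence read | controls = tunicamycin 10 µg/mL and vehicle-only wells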
The depositor's hits bear a star; x = not tested or not shown.

SMILES | APJ antagonist | tim10-1 inh | APJ ag | tim23-1 inh | UPR CHOP act | CXCR6 inh | Mdm2-MdmX inh | TIM10 inh | UPR XBP1 act
CCOc1ccc(S(=O)(=O)NCCC(=O)NCc2ccco2)cc1 | 12 | -5 | 2 | 20 | 0.7 | -21 | -21 | -12 | 1
O=C(Nc1cccnc1)c1ccc(Cl)c(S(=O)(=O)N2CCCCC2)c1 | -7 | -5 | 2 | 13 | -2.2 | -26 | 20 | 2 | -2
COc1cccc(NC(=O)COc2ccc3c(c2)CCC3)c1 | -2 | -35 | -1 | 18 | 1.5 | -7 | 17 | 9 | -2
COCCn1c(SCC(=O)Nc2ccccc2)nc2c1c(=O)[nH]c(=O)n2C | 7 | 3 | -5 | -2 | 1.4 | -3 | -3 | 0 | 0
COc1ccc(CNC(=O)c2cc(C3CC3)on2)cc1 | 9 | -1 | -3 | 6 | 2.9 | 9 | 7 | -11 | 8
O=C(CCOc1ccccc1)Nc1ccnn1C1CCN(Cc2ccc(O)cc2)CC1 | 18 | -12 | -4 | -9 | 0.2 | -6 | 20 | -3 | -2
Nc1ccccc1S(=O)(=O)NC1=NCCCCC1 | -17 | 7 | -2 | 5 | 4.8 | -2 | -4 | -16 | 0
COc1ccc(C2NC(c3ccc(OC)cc3)C(c3ccccc3)C(=O)C2c2ccccc2)cc1 (configuration not stated) | -8 | 22 | 2 | 13 | 12 | 2 | 12 | 16 | -1
O=C(CNC(=O)Cc1ccccc1)NCC(=O)N1CCN(C(c2ccccc2)c2ccccc2)CC1 | -2 | 2 | -3 | 2 | -0.6 | 2 | 5 | 12 | 0
O=C(O)c1ccc(NC2=C(N3CCOCC3)C(=O)c3ccccc3C2=O)cc1 | 10 | 9 | 3 | 9 | 0.7 | -12 | 7 | -18 | -1
COc1ccc(CN2CCNC(=O)C2CC(=O)NC2CCOCC2)c(F)c1 (configuration not stated) | 17 | 2 | 2 | 10 | 3.5 | -6 | 5 | 2 | -3
COc1ccccc1OCC(=O)Nc1cc(S(=O)(=O)N2CCOCC2)ccc1N1CCCCC1 | 9 | 20 | -5 | 33 | 9.0 | 9 | 5 | 18 | -3
CNC(=O)c1cc(S(=O)(=O)Nc2ccc3c(c2)OCO3)ccc1C | 10 | 2 | 0 | 9 | 0.4 | -2 | 17 | 4 | -2
Cc1ccc(S(=O)(=O)NCCn2nc(C)nc2C)cc1 | 20 | -9 | 1 | 8 | -0.3 | -7 | -1 | -4 | -1
CSCCC(NC(N)=O)C(=O)NCc1ccccc1Cl (configuration not stated) | -18 | 4 | 2 | 6 | 1.0 | -12 | 9 | -9 | -1
COc1ccc(COC(=O)c2ccc(S(=O)(=O)N3CCC(C)CC3)cc2)cc1 | -21 | 4 | 3 | 0 | 0.5 | 4 | 12 | -8 | -4
O=C(O)c1cccc(Cn2c(Cl)c(/C=N/NC(=O)c3ccccc3Cl)sc2=O)c1 | 10 | 8 | -3 | -2 | -0.7 | -10 | 13 | -1 | 1
O=C(c1c(F)cccc1F)N1CCCc2ccccc21 | 12 | -2 | -2 | 8 | -0.2 | 6 | 37 | 5 | -5
CC(=O)c1sc(NC(=O)CS(=O)(=O)c2ccccc2)nc1-c1ccccc1 | 5 | 14 | -8 | 10 | -1.8 | 3 | -4 | 10 | 0
CCOC(=O)N1CCN(c2c(NCc3ccc(F)cc3)c(=O)c2=O)CC1 | -1 | -8 | -1 | 1 | -0.6 | -20 | 47 | -22 | -1
Cc1ccc(C(=O)NC(C)c2ccc(F)cc2)cc1 (configuration not stated) | -22 | -21 | -2 | -12 | 0.2 | -6 | -13 | -44 | -5
O=C(Cn1c(Cc2ccccc2)nc2ccccc21)NCc1ccc2c(c1)OCO2 | 13 | 17 | 0 | 6 | 2.9 | 0 | -29 | 1 | -1
O=c1c2cnn(-c3ccccc3)c2ncn1Cc1cccc(Cl)c1 | 13 | 2 | -2 | -3 | 3.1 | -9 | 7 | -6 | -3
O=C(CCSc1nnc(-c2ccccc2)o1)N1CCOCC1 | 0 | -11 | -3 | 5 | 1.0 | -2 | 2 | 4 | -1
CCCOc1ccc2oc(=O)c3c(c2c1)CCCN3C(=O)CN1CCN(C(=O)c2ccco2)CC1 | 2 | 23 | -1 | 23 | 0.2 | x | 14 | 16 | 0
CCOc1ccc(NC(=O)N2CCC(n3nnc4cc(C)ccc43)CC2)cc1 | 16 | 14 | 5 | 25 | -0.5 | 5 | 13 | 7 | -4
COc1ccccc1NC(=O)CN1C(=O)C2(OCCCO2)c2ccccc21 | 9 | 19 | -2 | 13 | 1.5 | 0 | -8 | 10 | -1
COc1cccc(C(=O)NC2CC3CCCC(C2)N3CC(=O)Nc2ccccc2C(F)(F)F)c1 (configuration not stated) | -3 | 2 | 1 | 22 | 0.6 | 3 | 18 | -13 | -5
CCOC(=O)N1CCN(C(=O)C2CCCN(S(C)(=O)=O)C2)CC1 (configuration not stated) | 2 | 3 | -3 | 18 | -0.2 | -7 | -2 | 12 | 0
Cc1cc(NC(=O)CS(=O)(=O)c2ccc(F)cc2)no1 | 12 | -2 | -3 | 0 | -1.1 | 8 | 8 | -4 | 1
C[C@H](CO)N1C[C@H](C)[C@@H](CN(C)Cc2ccncc2)Oc2c(cccc2N(C)C)C1=O | 2 | 10 | -2 | 10 | -0.7 | -7 | 8 | 4 | -1
CCOc1ccccc1NC(=O)C1C2CCC3C(CCC21)C3(Cl)Cl (configuration not stated) | 10 | 40 | -4 | 32 | -1.9 | 8 | 15 | 47* | -3
Cc1cc(C)nc(NC(=O)c2cccc([N+](=O)[O-])c2C)n1 | -12 | 21 | -1 | 18 | 0.0 | -1 | 11 | -2 | -2
CC1CN(c2ccc(S(=O)(=O)N3CCOCC3)cn2)CC(C)O1 (configuration not stated) | 24 | 3 | -5 | 4 | -0.5 | -5 | 16 | 7 | -4
CCOc1ccccc1NC(=O)NCc1ccccc1 | 13 | 15 | -1 | 10 | 2.8 | -4 | -16 | 17 | -1
Cc1cccc(NC(=O)C2CCN(c3nc(C)cc(C)n3)CC2)c1 | -3 | 14 | -1 | -4 | 1.6 | 5 | -2 | -22 | -3
N#Cc1ccccc1OCCOCCNC1CCCC1 | 11 | -5 | -5 | 22 | -4.1 | 4 | 1 | -7 | 2
Clc1ccc(Cl)c(-c2nn3c(Cn4cnc5ccccc54)nnc3s2)c1 | 23 | -3 | -1 | 13 | -0.6 | 3 | 11 | 12 | 1
COc1cccc(C(=O)NNC2=CC(=O)CC(C)(C)C2)c1 | 8 | 5 | -3 | 3 | 0.7 | -4 | -5 | 5 | 0
COC(=O)[C@]1(Cc2ccccc2)N[C@H](CN(C)C(=O)C2CCCCC2)[C@@H]2C(=O)N(Cc3ccccc3)C(=O)[C@@H]21 | 4 | 15 | 5 | 23 | 6.9 | 2 | -29 | 17 | -1
COc1cc(NC(=O)[C@@H]2CCCN(S(=O)(=O)c3cccc4cccnc34)C2)cc(OC)c1OC | -16 | 1 | 3 | -14 | -2.0 | -8 | 24 | -12 | -1
CCCCCCn1c(C)nc2c(c1=O)c1nc3ccccc3nc1n2/N=C/c1ccco1 | -3 | 12 | 2 | 0 | -0.9 | 13 | 24 | 11 | 3
CC1CCN(C(=O)COc2cccc3c2CCN(C)C3=O)CC1 | -29 | 2 | -2 | -3 | -1.6 | 4 | 12 | 15 | 0
CNC(=O)NC(=O)CSc1nc2sccc2c(=O)n1-c1ccccc1 | -9 | 14 | 0 | -1 | 2.3 | -6 | 2 | 6 | 3
CC(=O)Nc1sc(C)c(C)c1C(=O)OCC(=O)N(Cc1ccccc1)C(C)C | 9 | 8 | -1 | 16 | -0.7 | 0 | 5 | 6 | -3
COc1ccc2nc(SCC(=O)Nc3c(C)cc(C)cc3C)[nH]c2c1 | 9 | 26 | -4 | 2 | 1.7 | -9 | -15 | 14 | -2
O=C(NNC(=S)NCc1ccco1)C(c1ccccc1)c1ccccc1 | 3 | 2 | -3 | -11 | 2.5 | 7 | 0 | -2 | 0
COc1cccc(S(=O)(=O)Nc2ccc(C(=O)N3CCOCC3)cc2)c1 | 8 | 2 | -4 | 4 | 0.6 | -8 | 0 | 2 | 1
Cc1onc(-c2c(Cl)cccc2Cl)c1C(=O)N/N=C(\N)COc1ccc(Cl)cc1 | 16 | 15 | -2 | -1 | 3.7 | 19 | 72* | 14 | 3
CC(=O)Nc1cccc(NC(=O)c2ccccc2OCc2ccccc2)c1 | -2 | 5 | 2 | 26 | 1.8 | -8 | 9 | 30 | 6
O=C(N/N=C/c1cccc(OCc2ccccc2)c1)c1ccc(Br)cc1 | -14 | 8 | 0 | -7 | 0.7 | -9 | 9 | 6 | -1
CN(C(=S)NC(=O)Cc1ccccc1)c1ccccc1 | -1 | 13 | -4 | 7 | 1.8 | 0 | 16 | 9 | 1
O=S(=O)(Nc1ncccn1)c1ccc(NC(=S)NCc2ccco2)cc1 | -14 | 6 | -4 | 5 | -1.8 | 2 | 8 | -4 | 0
Cc1ccccc1OCC(=O)N/N=C/c1ccncc1 | 0 | 6 | 0 | 2 | -0.4 | 6 | 6 | 16 | -4
COc1ccccc1NC(=O)CSc1nc2ncccc2[nH]1 | 6 | -12 | 3 | 5 | 0.3 | 4 | 13 | -11 | 0
Cc1cccc(NC(=S)NC2CC3CCC(C2)N3Cc2ccco2)c1C (configuration not stated) | 5 | -5 | 3 | 2 | 0.1 | 2 | 20 | 4 | 0
O=[N+]([O-])c1cccnc1Sc1ccc(F)cc1 | -23 | -4 | 3 | -15 | -1.3 | -7 | 9 | 1 | -3
CCOC(=O)[C@H]1[C@H]2COc3ccccc3[C@@H]2N2C(=O)c3ccccc3NC(=O)[C@@]12C | 4 | 14 | -2 | 18 | -0.5 | 6 | 3 | 9 | 0
O=C(COc1ccccc1C(=O)c1cnn(-c2ccccc2)c1)Nc1ccc2ccccc2c1 | 5 | 4 | -5 | 15 | 9.5 | 4 | -44 | 15 | -2
CC(C)=CC(=O)NCc1c(Cl)cccc1-n1cccc1 | 3 | 17 | -3 | -2 | 0.4 | 7 | 9 | -27 | 1
O=C(Nc1nc2ccsc2c(=O)s1)c1ccc(Cl)cc1 | -3 | 1 | 1 | -6 | -0.4 | 2 | -46 | 4 | -2
Cc1cc(C)c(C#N)c(SCC(=O)Nc2ccccc2C(N)=O)n1 | -10 | -8 | 3 | 11 | -0.3 | 2 | -205 | 0 | 8

With a hit mark in Mdm2-MdmX inh, of those listed so far:
smiles	APJ antagonist	CXCR6 inh	Mdm2-MdmX inh	TIM10 inh	UPR XBP1 act
Cc1onc(-c2c(Cl)cccc2Cl)c1C(=O)N/N=C(\N)COc1ccc(Cl)cc1	16	19	72*	14	3

A portion of the library; rates above refer to the full screens.
